# 697 NFkB inh: inhibitors of PMA/ionomycin-induced NF-kB reporter, 697 cells, primary screen, B-cell NF-kB inhibitor project, cell-based, luminescence, uHTS; 697 B-cell NF-kB luciferase reporter, 16 h; inhibition, % at 4 µM; 330,000 compounds, 0.33% hits; AID 435022, 2010; in the data active = inhibition above about 35%
# HKDC1 inhibitor: HKDC1 hexokinase inhibitors, primary screen, biochemical, fluorescence, uHTS; Q2TB90; recombinant HKDC1, G6PDH/diaphorase resazurin coupled fluorescence; inhibition, % at 20 µM; 340,000 compounds, 0.16% hits; AID 493160, 2011;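 active = inhibition above about 35% when tested at 20 µM, limit read from the data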;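 note: plate controls were DMSO wells with enzyme for no effect and DMSO wells lacking enzyme for full effect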
#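 Material – in-house recombinant HK5 (HKDC1) enzyme · Quantity – HKDC1 at 5 µg/mL · Buffer or medium – pH 8.0 Tris buffer with 10 mM MgCl2 · Reagent – glucose with 1 mM ATP · Dosing – single 20 µM dose · Times – reaction time 90 min, room temperature, protected from light · Technique – resorufin fluorescence at 613 nm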
# Jurkat NFkB inh: inhibitors of induced NF-kB luciferase reporter, primary screen, TCR NF-kB activation inhibitor project, cell-based, luminescence, uHTS. Jurkat, PMA/ionomycin-induced NF-kB luciferase reporter. inhibition, % at 4 µM. 330,000 compounds, 0.53% hits. AID 435003, 2010
# SENP8 block: SENP8 protease inhibitors, primary screen, biochemical, luminescence; purified SENP8, Z-RLRGG-aminoluciferin cleavage; 330,000 compounds, 1.2% hits; inhibition, % at 10 µM; AID 2540, 2010; Sentrin-specific protease 8 (Homo sapiens), Q96LD8
# Target sequence (Q96LD8 whole entry, looked up): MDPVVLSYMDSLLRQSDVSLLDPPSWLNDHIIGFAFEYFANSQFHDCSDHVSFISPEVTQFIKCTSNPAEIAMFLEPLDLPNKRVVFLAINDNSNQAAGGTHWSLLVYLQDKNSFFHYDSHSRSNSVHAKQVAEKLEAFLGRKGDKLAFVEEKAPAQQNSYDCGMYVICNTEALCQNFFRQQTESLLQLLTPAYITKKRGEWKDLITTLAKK
# UBC13 inh: UBC13 polyubiquitin chain formation inhibitors, primary screen, biochemical, TR-FRET, uHTS. Ubiquitin-conjugating enzyme E2 N (Homo sapiens), P61088. inhibition, % at 20 µM. 330,000 compounds, 0.47% hits; in the data active = inhibition above about 45%, passing the limit was not always enough
# Target sequence (P61088 whole entry, looked up): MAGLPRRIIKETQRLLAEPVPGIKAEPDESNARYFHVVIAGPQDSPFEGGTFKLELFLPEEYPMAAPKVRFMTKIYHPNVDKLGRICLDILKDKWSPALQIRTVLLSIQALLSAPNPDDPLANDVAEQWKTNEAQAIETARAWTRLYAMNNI
# Apaf1 inhib: inhibitors of human Apaf-1 apoptosome, primary screen, biochemical, DEVD-Rh110 fluorescence, uHTS; Apoptotic protease-activating factor 1 (Homo sapiens), O14727; reconstituted apoptosome caspase-3 activity; inhibition, % at 20 µM; 330,000 compounds, 0.71% hits; active = inhibition of at least 40% at 20 µM;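 note: plate controls were DMSO wells for no effect and DEVD-CHO caspase inhibitor wells for full effect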
#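 Material: reconstituted apoptosome with Apaf-1, cytochrome c, caspase-9, procaspase-3, dATP. Technique: Rh110 fluorescence intensity. Buffer or medium: pH 7.5 Hepes buffer with CHAPS, BSA, DTT. Times: 30 min plus 50 min, RT.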
# SENP7 inh: SENP7 protease inhibitors, primary screen, biochemical, luminescence, uHTS; Sentrin-specific protease 7 (Homo sapiens), Q9BQF6; recombinant SENP7, Z-RLRGG-aminoluciferin luminescence, 40 min; inhibition, % at 5 µM; 330,000 compounds, 1.5% hits;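 active = inhibition above about 50% at the single test dose, limit read from the data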;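 note: plate controls were DMSO with enzyme for no effect and no enzyme buffer wells for full effect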
# Target sequence (Q9BQF6 706-1050 limits assumed): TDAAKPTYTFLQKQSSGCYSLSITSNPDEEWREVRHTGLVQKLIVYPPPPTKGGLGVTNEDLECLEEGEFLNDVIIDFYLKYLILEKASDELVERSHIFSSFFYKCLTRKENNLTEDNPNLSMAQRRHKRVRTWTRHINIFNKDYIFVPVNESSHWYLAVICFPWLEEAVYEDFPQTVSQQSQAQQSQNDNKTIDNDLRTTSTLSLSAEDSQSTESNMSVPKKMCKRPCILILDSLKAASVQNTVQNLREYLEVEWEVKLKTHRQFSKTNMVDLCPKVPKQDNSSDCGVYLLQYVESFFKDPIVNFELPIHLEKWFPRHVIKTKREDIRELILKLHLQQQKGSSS
# Gli-Sufu antag: Gli-Sufu pathway antagonists, primary screen, luciferase luminescence, Sufu-KO-LIGHT cells, uHTS; Sufu-KO-LIGHT fibroblasts, Gli luciferase reporter luminescence; 340,000 compounds, 0.74% hits; inhibition, % at 5 µM;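 active = inhibition above about 55%, limit read from the data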;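 note: 0% = DMSO-treated cells and 100% = wells with medium but no cells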
# Numbers without * were called inactive; / = no result given; & = joins results of further samples. Cut-off read from the data, not from the text of the source, unless noted: active = inhibition above about 50%; inactive = the rest. Hits appear at their usual frequency; any-hit rate near 3.6%.
SMILES,697 NFkB inh,HKDC1 inhibitor,Jurkat NFkB inh,SENP8 block,UBC13 inh,Apaf1 inhib,SENP7 inh,Gli-Sufu antag
COc1ccc(NC(=O)Cc2c[nH]c3ccccc23)cc1S(=O)(=O)N1CCCCC1,-2,49*,-6,0,8,3,7,22
COC(=O)c1ccc(C2=NOC(C)(c3nnc(Cc4ccccc4)o3)C2)cc1 (stereo not given),3,1,-2,-8,0,18,-7,2
Cc1ccccc1OCCn1cc(C(=S)N2CCN(C)CC2)c2ccccc21,0,-3,7,-1,26,12,3,23
COCCn1c(=NC(=O)c2cc3ccccc3oc2=O)sc2cc(S(N)(=O)=O)ccc21,-1,7,13,15,5,2,-3,3
CC1CCN(CC(=O)NCc2ccco2)CC1,23,-5,-14,1,-1,-5,-1,-5
Cc1cc(C(C#N)c2cccc(Cl)c2)n2ncnc2n1 (stereo not given),6,-2,7,2,3,-6,-5,-6
COC(=O)CN1C(=O)[C@H]2[C@@H](/C=C/c3ccccc3)N3C(=O)CN(Cc4ccccc4)C(=O)[C@@]3(C)[C@H]2C1=O,-5,-3,11,2,2,-5,-1,-9
CC(=O)N/C(=N\OCc1ccccc1Cl)c1nonc1NC(C)=O,10,-2,-1,-4,4,-4,-4,-10
Cc1cccc(OCC(O)Cn2c(N3CCCCC3)nc3c2c(=O)n(C)c(=O)n3C)c1 (stereo not given),-30,6,-4,5,-1,5,-7,14
CN(Cc1ccc(F)cc1)C(=O)CNC(=O)c1ccc2c(c1)OCO2,21,-2,-9,2,0,8,1,-18
O=C(Nc1ccn(Cc2c(F)c(F)cc(F)c2F)n1)c1ccc(COc2cc(Cl)ccc2Cl)o1,4,-4,-2,5,-3,-14,2,1
Cc1ccc(-c2nc(C#N)c(NCc3ccco3)o2)cc1,-70,-1,-47,-5,13,-1,-2,-42
N#CCc1ccc(NC(=O)c2ccccc2C(=O)Nc2ccc(CC#N)cc2)cc1,17,1,-3,-1,2,-14,-9,11
COCCCNC(=O)C[C@H]1C[C@H](C(=O)N2CCOCC2)[C@@]2(C)c3[nH]c4cc(CCC(=O)N(C)C)ccc4c3CCN2C1=O,10,-4,/,/,/,5,-2,15
CCCOc1cccc(C(=O)NC(=S)Nc2ccc(N3CCN(C)CC3)cc2)c1,-10,4,-4,-6,29,21,3,1
Fc1ccc(-[n+]2nc(Nc3ccccc3)sc2-c2c3ccccc3cc3ccccc23)cc1,-13,4,10,-34,-8,42*,-6,13
CCOC(=O)C1=C(O)/C(=C/c2ccc(OCC(=O)O)c(OC)c2)SC1=Nc1ccc(OC)cc1,1,6,-9,-15,-17,7,0,-6
C=CCn1c(SCc2ccc(C#N)cc2)nnc1-c1cccc(OC)c1,15,-2,2,1,-1,10,1,5
CC(=O)c1ccc(S(=O)(=O)NC2CC(=O)N(c3ccc(C)cc3)C2)cc1 (stereo not given),13,-6,-1,-4,1,2,-3,-2
CCOc1ccc(NC(=O)Nc2ccc3c(c2)nc(C)n3C)cc1,3,-3,3,-4,2,-8,-6,-4
O=C(NCc1ccc2c(c1)OCO2)C1CC(=O)N(CCc2ccc(F)cc2)C1 (stereo not given),1,-5,21,0,-1,5,-5,-7
COc1ccc(-c2nc(CS(=O)CC(=O)NCc3ccc(C)cc3)c(C)o2)cc1OC (stereo not given),-58,-4,-5,0,-7,-1,2,-10
COc1ccccc1Oc1ccc(S(=O)(=O)N2CCOCC2)cc1S(=O)(=O)N1CCOCC1,8,-4,-16,0,8,8,6,8
CCO[C@H]1OC(C(=O)O)=C[C@@H](c2cn(C(C)=O)c3ccccc23)[C@@H]1CCCO,-11,-3,8,-2,-7,-9,-3,2
CCOC(=O)C1=C(C)N=C(SC)N(C)C1c1ccccc1 (stereo not given),5,2,0,-6,-6,-3,2,8

# Continued, overlapping the part above by 4 compounds.
SMILES,697 NFkB inh,HKDC1 inhibitor,Jurkat NFkB inh,SENP8 block,UBC13 inh,Apaf1 inhib,SENP7 inh,Gli-Sufu antag
COc1ccc(-c2nc(CS(=O)CC(=O)NCc3ccc(C)cc3)c(C)o2)cc1OC (stereo not given),-58,-4,-5,0,-7,-1,2,-10
COc1ccccc1Oc1ccc(S(=O)(=O)N2CCOCC2)cc1S(=O)(=O)N1CCOCC1,8,-4,-16,0,8,8,6,8
CCO[C@H]1OC(C(=O)O)=C[C@@H](c2cn(C(C)=O)c3ccccc23)[C@@H]1CCCO,-11,-3,8,-2,-7,-9,-3,2
CCOC(=O)C1=C(C)N=C(SC)N(C)C1c1ccccc1 (stereo not given),5,2,0,-6,-6,-3,2,8
COc1c(OC)c(O)c2c(=O)cc(-c3c(O)cccc3O)oc2c1OC,6,-2,-4,-2,15,-7,2,7
Cc1c2c(nc3nnnn13)CCCC2,9,-7,3,1,18,7,-12,8
Cc1cc(C)cc(NC(=S)N2CCC(c3nc4ccccc4s3)CC2)c1,-24,-6,18,-1,-3,-7,3,8
Cc1ccc(C(=O)NCC(=O)OCCCOC(=O)CNC(=O)c2ccc(C)c(C)c2)cc1C,5,-4,12,-14,-3,22,-7,1
CCOc1ccccc1N1CCN(C(=O)C(Sc2ccccc2)c2ccccc2)CC1 (stereo not given),0,1,13,-1,0,19,0,6
CCOc1ccc(-n2c(C)nc3cc(C(=O)NCc4ccc5c(c4)OCO5)ccc32)cc1,-12,-9,0,-1,0,17,-5,-4
CCS(=O)(=O)c1nc(S(=O)(=O)c2ccc(C)cc2)c(NCCCN(C)C)s1,-13,-2,-7,-11,-9,2,-2,4
COc1ccc(-c2cn(-c3ccc(C)c(C)c3)c(=S)[nH]2)cc1OC,-4,-2,-19,12,11,20,13,40
COc1ccc(OC)c(C2CC(=O)Nc3cc(OC)c(OC)c(OC)c32)c1 (stereo not given),35*,1,-5,-3,2,-2,4,24
CCOC(=O)[C@H]1[C@H]2COc3ccc(C)cc3[C@@H]2N2C(=O)c3cc(OC)c(OC)cc3NC(=O)[C@@]12C,12,1,-3,-16,-6,15,7,-1
O=S(=O)(NCCC1=CCCCC1)c1ccc(Br)cc1,21,10,9,0,11,12,-3,1
COc1cccc(-n2c(C)cc(/C=C3/C(=N)N4C(=NC3=O)SN=C4S(C)(=O)=O)c2C)c1,-26,28,-2,6,-18,10,6,0
C/C(=N/NC(=O)CNC(=O)c1cccnc1)c1ccc(Cl)cc1,0,-3,-12,5,6,2,1,3
CCN(CC)C(=O)CC(c1ccc(OC)cc1)c1c(OC)cc(OC)c2ccc(=O)oc12 (stereo not given),11,-7,2,2,8,11,-9,-30
O=C(Nc1ccccc1N1CCCC1)C1CCN(S(=O)(=O)c2ccccc2)CC1,7,-4,12,-4,2,11,-2,0
Cc1c(C(=O)N2CCC(C)CC2)oc2ccc(S(=O)(=O)N3CCC4(CC3)OCCO4)cc12,-21,-5,18,3,1,-4,75*,8
COC(=O)c1ccc2c(c1)N(C)C(=O)CS2,26,-14,-9,1,7,0,2,4
Cc1ccc(NC(=O)CN2CC(C)SC2=NC2CCCCC2)cc1 (stereo not given),0,-3&5,20,-4,14,-11,-6,7&12
COc1ccc(NS(=O)(=O)c2cccs2)cc1S(=O)(=O)N1CCCCC1,-25,-1,-5,-4,-9,-3,-7,-3
COc1ccc(C2(C)NC(=O)N(CC(=O)Nc3ccc4[nH]c(=O)[nH]c4c3)C2=O)cc1 (stereo not given),-6,7,8,2,0,-1,-5,-12
COc1ccccc1Nc1ncnc2sccc12,11,-6,4,-1,6,1,3,35
COc1ccc(C2=Nn3c(nnc3-c3ccccc3Cl)SC2)cc1OC1CCCC1,-14,3,-3,-7,28,39,11,-1
COc1ccc(C(=O)NN2CCOCC2)cc1,6,-6,-14,-5,3,-10,11,1
Nc1cccc2c1C(=O)N(C(=O)/C=C/c1ccc(F)cc1)C2=O,-8,34,4,-2,0,-4,1,1
CCCc1c(C(=O)N/N=C/C(C)=C/c2ccco2)nnn1-c1nonc1N,-7,4,20,2,-11,8,2,26

# The results go on.
SMILES,697 NFkB inh,HKDC1 inhibitor,Jurkat NFkB inh,SENP8 block,UBC13 inh,Apaf1 inhib,SENP7 inh,Gli-Sufu antag
Cc1ccc(OCCOC(=O)CCc2nc3ccccc3c(=O)[nH]2)cc1,2,-11,3,1,4,1,11,4
Cc1ccc(C)c(Cc2c(C)nc3c(C(=O)NCc4ccc5c(c4)OCO5)cnn3c2C)c1,11,/,5,2,18,22,7,/
Cc1onc(-c2c(F)cccc2Cl)c1C(=O)OCC(=O)c1c(N)n(C)c(=O)n(C)c1=O,0,-5,11,1,0,4,5,-33
Cc1ccc2c(Cl)c(C)c(N3CCCCC3)nc2n1,-65,10,35,10,0,1,1,8
COc1ccc(C(N)c2nccc3cc(OC)c(OC)cc23)cc1OC (stereo not given),13,11,-4,49,-34,18,70*,7
CC(C)Oc1ccc(C(=O)Nc2ccc(N3CCCC3)cc2)cc1,-6,-10,-1,-10,-12,20,-6,-9
CCCCN(C(=O)/C=C/c1ccco1)c1c(N)n(CC(C)C)c(=O)[nH]c1=O,-1,10,2,-11,-11,2,-1,-12
O=C(CCCO)c1ccc2c(c1)OCCO2,6,-10,3,-2,-5,-12,7,-6
Cc1cccn2c(=O)c(/C=C3\SC(=S)N(CC(C)C)C3=O)c(NCCCOC(C)C)nc12,14,0,-4,2,-199,12,2,32
CCOc1ccc(OCCC(=O)OCC(=O)NC2CC2)cc1,11,-1,10,12,4,-3,4,-3
Cc1cnc(C(=O)Nc2cccc(S(=O)(=O)N(C)C)c2)cn1,1,-5,-17,-3,-10,-4,-5,-4
C=CCOc1ccc(C(=O)Nc2ccccc2C(=O)NCc2cccnc2)cc1,-21,-2,47,7,8,5,-7,0
O=c1cc(O)nc(SCc2ccccc2)[nH]1,15,6,-2,0,-2,4,12,0
N#Cc1cc2c(nc1SC1CCCCC1O)CCCC2 (stereo not given),14,-4,-1,-6,9,7,-2,-1
Cc1nn(-c2ccccc2)c2nc(Cl)c(C(=O)O)cc12,-22,-9,-19,2,13,0,0,-7
CNS(=O)(=O)c1cccc(C(=O)OCC(=O)c2cc(C)n(CC3CCCO3)c2C)c1 (stereo not given),-96,0,-64,-6,-16,13,-9,51
Cc1nn2c(=O)cc(CSc3nc4ccccc4[nH]3)nc2s1,-13,-5,5,2,3,-5,3,10
CCOC(=O)Nc1ccc(NC(=O)c2ccccc2F)cc1,-4,-5,-27,-8,5,-13,-3,-48
Cc1ccc(S(=O)(=O)NC(C(=O)N2CCOCCOCCOCCOCC2)C(C)C)cc1 (stereo not given),9,2,5,2,6,1,10,14
C/C=C/C=N/NC(=O)CN(c1ccc(Br)cc1)S(=O)(=O)c1ccccc1,16,3,8,0,-3,13,3,-4
Cc1cc2cc(C(c3nnnn3Cc3ccccc3)N3CCc4ccccc43)c(=O)[nH]c2cc1C (stereo not given),1,3,-15,4,30,39,5,3
CC(=O)Nc1ccc(C(=O)OCC(=O)N2CCCC2)cc1,14,-7,0,-2,-13,0,-2,2

# Retrieved by structure from the entries so far (3):
SMILES,697 NFkB inh,HKDC1 inhibitor,Jurkat NFkB inh,SENP8 block,UBC13 inh,Apaf1 inhib,SENP7 inh,Gli-Sufu antag
O=C(CCCO)c1ccc2c(c1)OCCO2,6,-10,3,-2,-5,-12,7,-6
CNS(=O)(=O)c1cccc(C(=O)OCC(=O)c2cc(C)n(CC3CCCO3)c2C)c1 (stereo not given),-96,0,-64,-6,-16,13,-9,51
CC(C)Oc1ccc(C(=O)Nc2ccc(N3CCCC3)cc2)cc1,-6,-10,-1,-10,-12,20,-6,-9

# Assay outcomes from PubChem.
